Bim-Mcl-1: inhibitors of Bim-Mcl-1 interaction, human | Q07820 | Bead-based flow cytometry, Bim peptide-Mcl-1 binding | inhibition, % at 10 µM | hit rate 0.1% among 190,000 | AID 1009;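 also: 0% = no compound tracer wells and 100% = peptide blocker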
ABCG2 block: human ABCG2 inhibition, ABCB1 as counter-screen | Q9UNQ0 | IgMXP3 cells, JC-1 efflux, flow cytometry | inhibition, % at 6.6 µM | hit rate 0.1% among 190,000 | AID 1325;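 active = inhibition above 80%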;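 also: 0% = DMSO and 100% = nicardipine control wells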
Target sequence (Q9UNQ0 whole entry, looked up): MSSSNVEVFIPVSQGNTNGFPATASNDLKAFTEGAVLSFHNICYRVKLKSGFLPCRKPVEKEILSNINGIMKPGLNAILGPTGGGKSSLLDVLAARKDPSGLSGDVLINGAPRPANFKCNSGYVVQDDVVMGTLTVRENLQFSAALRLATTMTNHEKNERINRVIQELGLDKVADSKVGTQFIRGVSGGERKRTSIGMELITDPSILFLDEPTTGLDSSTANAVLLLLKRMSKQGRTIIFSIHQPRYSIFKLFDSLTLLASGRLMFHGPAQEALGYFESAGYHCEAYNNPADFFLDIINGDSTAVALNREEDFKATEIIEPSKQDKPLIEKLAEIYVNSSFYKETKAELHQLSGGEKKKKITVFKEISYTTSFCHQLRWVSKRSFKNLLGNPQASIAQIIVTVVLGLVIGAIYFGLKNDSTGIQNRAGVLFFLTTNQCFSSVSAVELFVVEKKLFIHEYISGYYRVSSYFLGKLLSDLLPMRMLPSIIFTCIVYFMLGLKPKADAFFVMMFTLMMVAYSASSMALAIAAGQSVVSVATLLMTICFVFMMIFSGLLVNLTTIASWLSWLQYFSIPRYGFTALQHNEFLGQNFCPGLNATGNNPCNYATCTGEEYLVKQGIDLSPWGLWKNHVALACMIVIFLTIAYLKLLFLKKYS
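Assay system – ABCG2 IgMXP3 and barcoded ABCB1 CCRF-Adr cell mix · Input – 3 million cells/mL in well · Reagent – JC-1 fluorescent substrate · Compound – single test compound dose, 6.6 µM final · Timing – 10 min exposure at 25 °C with rotation, no wash · Detection – flow cytometry of retained JC-1 fluorescence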
RGS4-Gao reg: human RGS4-Galphao interaction regulation. P09471. Multiplexed bead flow cytometry, RGS4-Galphao binding; actives lie on both sides. binding response (% of control), % at 10 µM. hit rate 0.33% among 220,000. AID 1415; in the data active = binding response below about 49% or above about 150%; inactive = in between;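 also: fluorescent Galphao activated with aluminum fluoride binding bead-coupled RGS4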
Bim-Bcl-2: inhibitors of Bim-Bcl-2 interaction, human; P10415; Bead-based flow cytometry, Bim peptide-Bcl-2 binding; inhibition, % at 10 µM; hit rate 0.06% among 190,000; in the data active = inhibition above about 40%;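 also: 0% = no compound wells with probe peptide and 100% = reference peptide inhibitor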
Bcl-B Bim block: inhibitors of Bim-Bcl-B interaction, human | hit rate 0.073% among 190,000 | inhibition, % at 10 µM | bead-based flow cytometry, Bim peptide-Bcl-B binding | AID 951 | Q9HD36;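 also: 0% = tracer peptide without compound and 100% = reference inhibitor peptide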
Bim-Bfl-1: inhibitors of Bim-Bfl-1 interaction, human. Q16548. Bead-based flow cytometry, Bim-Bfl-1 binding inhibition. inhibition, % at 10 µM. hit rate 0.12% among 190,000. AID 1008;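 also: 0% = wells without compound plus tracer and 100% = blocker peptide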
RGS7-Gao reg: human RGS7-Galphao interaction regulation; P09471; Multiplexed bead flow cytometry, RGS7-Galphao binding; actives lie on both sides; binding response (% of control), % at 10 µM; hit rate 0.35% among 220,000; in the data active = binding response below about 49% or above about 150%;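 also: fluorescent Galphao held in activated GDP-AlF4 state binding bead-coupled RGS7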
Bcl-XL Bim block: inhibitors of Bim-Bcl-XL interaction, human; Q07817; hit rate 0.04% among 190,000; AID 1007; inhibition, % at 10 µM; Bim peptide-Bcl-XL binding, bead flow cytometry, fluorescence
Target sequence (Q07817 whole entry, looked up): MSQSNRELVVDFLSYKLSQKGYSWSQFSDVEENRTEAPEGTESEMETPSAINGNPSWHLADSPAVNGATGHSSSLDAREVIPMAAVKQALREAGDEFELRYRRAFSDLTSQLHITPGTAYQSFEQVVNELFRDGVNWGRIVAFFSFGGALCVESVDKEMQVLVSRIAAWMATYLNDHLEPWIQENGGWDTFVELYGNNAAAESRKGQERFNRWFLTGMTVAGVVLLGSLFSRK
RGS8-Gao reg: human RGS8-Galphao interaction regulation | P09471 | AID 1423 | response (percent of control binding), % at 10 µM | multiplexed bead flow cytometry, RGS8-Galphao binding; actives lie on both sides | hit rate 0.34% among 220,000; in the data active = response below about 60% or above about 140%; inactive = in between;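 also: Galphao activated as the GDP aluminium fluoride complex binding bead-coupled RGS8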
ABCB1 inh: blocks JC-1 efflux by human ABCB1 transporter; CCRF-Adr cells, flow cytometry; P08183; inhibition, % at 6.6 µM; AID 1326; hit rate 0.067% among 190,000; in the data active = inhibition above about 40%;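 also: 0% = vehicle and 100% = reference inhibitor; higher value means more JC-1 retained so stronger ABCB1 efflux block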
Bim-Bcl-W: disrupts Bim peptide binding to human Bcl-W; bead-based flow cytometry; Q92843; inhibition, % at 10 µM; hit rate 0.02% among 190,000; AID 952;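 also: 0% = bound tracer without compound and 100% = peptide blocker; higher means less fluorescent Bim peptide bound to Bcl-W beads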
Target sequence (Q92843 whole entry, looked up): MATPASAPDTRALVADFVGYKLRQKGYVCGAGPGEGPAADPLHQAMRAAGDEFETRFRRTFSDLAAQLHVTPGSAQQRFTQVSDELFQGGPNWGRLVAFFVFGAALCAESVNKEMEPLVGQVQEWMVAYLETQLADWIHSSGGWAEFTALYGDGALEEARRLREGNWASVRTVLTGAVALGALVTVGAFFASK
Starred values were filed as active, the others as inactive; · = not tested or not shown; [ ] = another dose, or the depositor's remark. Rule as the data show it, unless noted: active = inhibition above about 40%.

Each structure is followed by: Bim-Mcl-1, ABCG2 block, RGS4-Gao reg, Bim-Bcl-2, Bcl-B Bim block, Bim-Bfl-1, RGS7-Gao reg, Bcl-XL Bim block, RGS8-Gao reg, ABCB1 inh, Bim-Bcl-W
COc1ccc(CNC(=O)c2cnccn2)cc1
→ 0, -1, 86, -3, -5, -5, 95, -11, 97, 0.2, -3
S=c1[nH]nc(-c2ccco2)n1-c1cccc2ccccc12
→ -2, 1, 94, 3, -22, 8, 99, -1, 95, 0.1, -1
FC(F)Sc1ccc(-n2cc(-c3ccccc3)[n+]3c2CCC3)cc1
→ -5, 0, 96, -12, -13, -19, 98, -9, 101, -0.3, -1
COc1ccc(CN(C2CCCCC2C)S(=O)(=O)c2ccc(S(=O)(=O)N(C)C)cc2)cc1OC (stereo not drawn)
→ -3, 30, 86, -21, -12, -12, 80, -7, 73, 19, -1
Cc1ccc(S(=O)(=O)N2CCC(=O)N(CCOCc3ccc(Cl)cc3)CC2)cc1
→ -1, 8, 97, 0, -7, -3, 100, -3, 103, 0.7, -5
Cc1ccccc1OCc1nnc(SCc2cc(=O)[nH]c3ccccc23)n1-c1ccccc1
→ -9, -2, 92, 0, -3, 5, 91, -3, 95, ·, -5
Cc1cc([N+](=O)[O-])ccc1NC(=O)c1cccc(NC(=O)C(C)C)c1
→ -2, 26, 99, -2, -3, -6, 102, 0, 100, 1.7, -5
Cc1ccc(CN2CCN(Cc3cnc(N4CCOCC4)s3)CC2CCO)cc1 (stereo not drawn)
→ -5, 1, 101, -8, -10, -16, 101, -8, 102, 0.5, -4
COc1ccc(NC(=S)Nn2cnnc2)cc1OC
→ -2, -2, 104, -1, -18, 4, 102, -8, 97, -1.0, 0
CCOC(=O)C1CCCN(C(=O)Cn2cccc2C(=O)c2ccccc2)C1 (stereo not drawn)
→ -2, 2, 100, -2, -1, -4, 99, -2, 99, 0.8, 0

Each structure is followed by: Bim-Mcl-1, ABCG2 block, RGS4-Gao reg, Bim-Bcl-2, Bcl-B Bim block, Bim-Bfl-1, RGS7-Gao reg, Bcl-XL Bim block, RGS8-Gao reg, ABCB1 inh, Bim-Bcl-W
COc1ccc(OC)c(CN(CCN2CCOCC2)C(=O)Nc2cccc(Cl)c2)c1
→ -5, 26, 102, -5, -9, -9, 99, -6, 100, 2.5, -5
O=C(OCC(=O)N(C1CCCCC1)C1CCCCC1)c1ccncc1
→ 0, -2, 106, -7, -6, -5, 100, -4, 103, -2.0, 1
Cc1cc(S(=O)(=O)NC2CCCCC2)ccc1OCC(=O)NCc1ccccn1
→ -7, 8, 88, 0, -3, -1, 97, -2, 82, 1.1, -4
O=C(COc1ccccc1-c1ccccc1)Nc1ccc(S(=O)(=O)NCc2ccco2)cc1
→ -1, 40, 86, -10, -6, -11, 109, -2, 94, 0.2, 4
CCC(=O)c1ccc(OC(C)C(=O)NC2(C#N)CCCCC2)cc1 (stereo not drawn)
→ 0, 0, 100, 0, 0, -5, 98, 0, 100, -0.2, -1
CCc1cccc(CC)c1NC(=O)CN1CC(C)SC1=NC1CCCCC1 (stereo not drawn)
→ -4, 1, 100, -3, -4, 0, 96, -3, 100, 0.5, 0
Cc1ccc(-c2csc3ncnc(-n4nnc5ccccc54)c23)cc1C
→ -8, 4, 102, 0, -9, -3, 102, -7, 101, 0.6, -6
Cc1ccc(C(=O)Nc2cnc3ccccc3c2)cc1
→ 0, 1, 103, -10, -7, -12, 106, -3, 104, 0.1, 3
COc1ccc(NC(=O)CN(C)S(=O)(=O)c2ccc(Cl)cc2)cc1Cl
→ -2, 10, 96, -6, -3, 0, 98, 0, 99, 1.2, -2
O=C(CN(C(=O)CNC(=O)c1cccs1)c1ccc2c(c1)OCCO2)NC1CCCC1
→ 0, 2, 95, -3, -1, -1, 95, -1, 97, 0.6, -1

Each structure is followed by: Bim-Mcl-1, ABCG2 block, RGS4-Gao reg, Bim-Bcl-2, Bcl-B Bim block, Bim-Bfl-1, RGS7-Gao reg, Bcl-XL Bim block, RGS8-Gao reg, ABCB1 inh, Bim-Bcl-W
CN(C(=O)CSc1nnc(-c2c[nH]c3ccccc23)o1)C1CCS(=O)(=O)C1 (stereo not drawn)
→ 2, 0, 93, 2, -1, -1, 85, 4, 92, 0.1, 0
COc1ccccc1C(=O)Nc1sc2c(c1C(=O)NCc1ccco1)CCCC2
→ 1, 0, 96, 3, 4, 0, 103, -1, 105, 0.3, 0
O=C(NCC1CCCO1)NC1CCCCC1 (stereo not drawn)
→ -3, 1, 103, -4, -3, -4, 105, -6, 105, 0.6, -6
C#CCOCCOCCOCCNc1nc(N2CCOCC2)nc(N2CCN(C(=O)[C@H]([C@@H](C)O)n3cc(CCCCN)nn3)CC2)n1
→ 1, 3, 95, 4, 2, 3, 102, 2, 93, 1.3, 2
C=C(C)c1cccc(C(C)(C)NC(=O)N2CCCCC2CC)c1 (stereo not drawn)
→ -4, 2, 142, 3, -4, 0, 124, 1, 172*[activator], 0.6, -3
COc1ccc(CNC(=O)c2sc3nc4c(c(C(F)(F)F)c3c2N)CCC4)cc1
→ -2, -3, 99, -7, -7, -8, 105, -6, 98, -0.4, -1
COc1ccc(-c2noc(CCC(=O)N3CCN(Cc4ccccc4)CC3)n2)cc1
→ 13, 1, 104, -5, -4, -11, 99, -10, 99, 0.7, 3
Cc1nc2cc(NC(=O)CSc3nc4c(C)cccc4cc3C#N)ccc2s1
→ 0, 1, 97, 2, 0, 0, 96, 1, 101, 0.4, -2
NC1=NC(=O)C(Cc2cc(Cl)ccc2Cl)S1 (stereo not drawn)
→ 0, 1, 97, -1, -1, -1, 99, -1, 99, 0.3, 0
CCC(C)NC(=O)C(Cc1ccccc1)NS(=O)(=O)c1cccc2nsnc12 (stereo not drawn)
→ 0, 10, 93, 0, -1, 0, 98, 0, 99, 0.9, 0

Each structure is followed by: Bim-Mcl-1, ABCG2 block, RGS4-Gao reg, Bim-Bcl-2, Bcl-B Bim block, Bim-Bfl-1, RGS7-Gao reg, Bcl-XL Bim block, RGS8-Gao reg, ABCB1 inh, Bim-Bcl-W
CCCCCOC(=O)Cc1c(O)c2ccccc2n(C)c1=O
→ 0, -2, 95, -2, 1, 0, 92, 2, 100, -0.4, 0
Cc1ccc(N2C(=O)c3ccccc3C2Nc2ccccc2)nc1 (stereo not drawn)
→ 0, -1, 100, -8, -3, -7, 107, 0, 98, -2.3, 1
Cc1ccc2cc(C#N)c(SCc3nnc(-c4ccccc4[N+](=O)[O-])o3)nc2c1
→ -3, 63, 101, -12, -9, -20, 99, -11, 104, 4.3, -10
Cc1ccccc1Nc1nn2c(=O)c3ccccc3nc2s1
→ 10, 1, 100, 5, 10, -1, 100, 11, 100, 0.3, 6
CCOC(=O)c1sc2ncn(CC(=O)NCC3CCCO3)c(=O)c2c1C (stereo not drawn)
→ 0, 0, 102, 0, 0, -2, 100, -1, 102, -0.1, 0
CCOC(=O)c1ccc(NC(=O)COc2ccc(S(=O)(=O)NC(C)(C)C)cc2)cc1
→ -2, 0, 100, 3, 0, 14, 99, -2, 103, 0.2, 1
COCc1cc(=O)[nH]c(Nc2nc3ccc(C)cc3o2)n1
→ -1, 34, 100, -10, -8, -13, 100, -4, 101, 0.2, -1
Cc1c(-c2cc[n+]([O-])cc2)oc2ccc(Br)cc2c1=O
→ 5, 2, 98, 6, 7, -1, 96, 10, 96, 0.5, 2
CCOC(=O)CC1NC(=O)c2ccccc21 (stereo not drawn)
→ 0, 3, 96, 0, 0, 0, 95, -2, 100, 0.3, 0
O=C(O)c1ccc2c(c1)C(=O)N(CCC1=CCCCC1)C2=O
→ -2, 3, 105, -9, -4, -13, 103, -5, 102, 0.6, 2

Each structure is followed by: Bim-Mcl-1, ABCG2 block, RGS4-Gao reg, Bim-Bcl-2, Bcl-B Bim block, Bim-Bfl-1, RGS7-Gao reg, Bcl-XL Bim block, RGS8-Gao reg, ABCB1 inh, Bim-Bcl-W
Cn1c(CCN2CCCCC2)nc2cc([N+](=O)[O-])ccc21
→ 0, 0, 95, -3, -2, -9, 94, -8, 95, 0.0, -3
O=[N+]([O-])c1cccc(-c2ccc(SCc3cccnc3)nn2)c1
→ 2, 38, 99, 0, 1, -2, 97, 2, 101, 1.0, 4
O=C(N1CCN(c2ccccc2)CC1)C(F)(F)C(F)(F)F
→ -2, 3, 75, -3, 0, -3, 89, 1, 90, 0.1, -2
CC1CC(=O)N(CC(=O)NCc2ccc3c(c2)OCO3)c2ccccc2S1 (stereo not drawn)
→ 0, 3, 91, 0, 0, -2, 92, 0, 97, 0.8, -1
CC1CCN(C(=O)CCc2nc3cc(S(=O)(=O)N(C)C)ccc3n2C)CC1
→ -3, 3, 107, -7, -3, -7, 106, -2, 103, 0.1, 0
Cc1cccc(S(=O)(=O)N/N=c2\sc3ccccc3n2C)c1
→ -4, -1, 90, -7, -7, -2, 86, -2, 93, -0.5, -1
Cc1ccccc1NC(=O)c1csc2c1CCCC2
→ 0, 2, 102, 0, -4, -2, 103, -7, 104, 0.6, -2
COC(=O)c1cc2sc(Cl)cc2n1CC(=O)Nc1ccc(OC)c(OC)c1OC
→ 2, 1, 96, 2, 2, 0, 94, 0, 97, 0.4, 1
Cc1ccc(CN=c2c([N+](=O)[O-])nn(-c3ccc(Cl)cc3)n2O)cc1
→ 0, 8, 99, -3, -3, -1, 104, -2, 102, 1.1, 0
CCOc1cc(/C=C2\C(=O)NN(c3ccccc3)C2=O)cc([N+](=O)[O-])c1O
→ 0, -3, 109, 0, 1, -3, 133, -2, 100, -0.4, 0

Looked up by compound from the list above:
Each structure is followed by: Bim-Mcl-1, ABCG2 block, RGS4-Gao reg, Bim-Bcl-2, Bcl-B Bim block, Bim-Bfl-1, RGS7-Gao reg, Bcl-XL Bim block, RGS8-Gao reg, ABCB1 inh, Bim-Bcl-W
CC1CCN(C(=O)CCc2nc3cc(S(=O)(=O)N(C)C)ccc3n2C)CC1
→ -3, 3, 107, -7, -3, -7, 106, -2, 103, 0.1, 0
O=[N+]([O-])c1cccc(-c2ccc(SCc3cccnc3)nn2)c1
→ 2, 38, 99, 0, 1, -2, 97, 2, 101, 1.0, 4
Cn1c(CCN2CCCCC2)nc2cc([N+](=O)[O-])ccc21
→ 0, 0, 95, -3, -2, -9, 94, -8, 95, 0.0, -3

The results go on.
Each structure is followed by: Bim-Mcl-1, ABCG2 block, RGS4-Gao reg, Bim-Bcl-2, Bcl-B Bim block, Bim-Bfl-1, RGS7-Gao reg, Bcl-XL Bim block, RGS8-Gao reg, ABCB1 inh, Bim-Bcl-W
Cc1ccsc1-c1nc(CSCC(=O)NCCN2CCCC2)c(C)o1
→ -1, 2, 98, -1, 0, 0, 99, -1, 102, 0.7, -1
CCOC(=O)c1cc(C(=O)n2cc(Cl)cn2)nn1C
→ -9, 10, 102, -2, -4, -4, 101, -3, 103, 4.2, -4
COc1ccc(COC(=O)Nc2cc3c(C(F)(F)F)nn(C)c3s2)cc1
→ -2, 2, 110, -7, -14, -6, 110, 1, 107, 0.2, 0
CCOC(=O)C1=C(C)Nc2nc(C)nn2C1c1cc(OC)ccc1OC (stereo not drawn)
→ 0, 5, 103, -3, -5, -1, 101, -4, 103, 0.4, -3
COc1cc(OC)cc(C(=O)N[C@H](C(=O)OCC(=O)Nc2sccc2C#N)C(C)C)c1
→ 0, 4, 87, -1, -1, -3, 89, 0, 94, 0.5, 2
